Diaphorase act: activates diaphorase or chemically reduces, flagging diaphorase assay artifacts; activation factor at 20 µM; Diaphorase/resazurin coupled assay, resorufin fluorescence, 16 min; active compounds read high; 1 = vehicle wells, 0 = NADH-free wells; AID 1229; hit rate 0.005% among 190,000;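 active = diaphorase activity raised at least twofold by the compound at 20 µM; inactive = activation factor below 2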
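test system = bacterial diaphorase enzyme (C. kluyveri) | quantity = enzyme 0.07 U/mL final | reagent = NADH substrate 0.114 mM plus resazurin dye 0.1 mM, final | incubation = 16 min enzyme reaction, ambient temperature | buffer or medium = HEPES pH 7.4 buffer with MgCl2 and Tween 20 | signal = fluorescence of resorufin, 544 nm excitation, 590 nm emission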
TLR4 MyD88 comp: inhibitors of human TLR4-MyD88 binding; inhibition, % at 8.4 µM; hit rate 0.18% among 200,000; HeLa CL3-4 TLR4/MyD88 BLA complementation, FRET ratio; in the data active = inhibition above about 25%;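 note: 0% = vehicle and 100% = reference inhibitor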
G6PDH CS: L. mesenteroides G6PDH inhibition counter-screen. Purified L. mesenteroides G6PDH, diaphorase/resazurin coupled fluorescence, 45 min. inhibition, % at 5 µM. hit rate 0.12% among 200,000. AID 1020; in the data active = inhibition above about 50%
NF-kB expr up: raises NF-kB expression in human neuronal cells | hit rate 1.6% among 190,000 | NF-kB reporter expression; active compounds read high | fold change at 12.5 µM; in the data active = fold change above about 3.3
APP 5'UTR act: APP 5'UTR luciferase reporter activation; SH-SY5Y APP 5'UTR luciferase reporter, luminescence; zero percent = DMSO vehicle wells; activation, % at 2 µM; hit rate 1% among 190,000;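 active = activation above a set limit, based on mean plus 3 SD of controls, cut at about 140% in these data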; note: values of inactives mirror those of a sister screen read the other way
APP 5UTR inh: APP translation inhibition. SH-SY5Y APP 5'UTR-luciferase reporter, luminescence. hit rate 0.82% among 190,000. AID 1285. inhibition, % at 2 µM;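 active = inhibition above a set limit, derived from the sample mean plus 3 SD, cut at about 45% in these data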; note: values of inactives mirror those of a sister screen read the other way
FLuc inhib CS: inhibits firefly luciferase, flagging false hits in luciferase inhibition screens; hit rate 1.5% among 200,000; ATPLite firefly luciferase biochemical luminescence, 10 min; AID 1006; P08659; inhibition, % at 10 µM;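 active = inhibition above about 50% when tested at 10 µM, limit read from the data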
Target sequence (P08659 whole entry, looked up): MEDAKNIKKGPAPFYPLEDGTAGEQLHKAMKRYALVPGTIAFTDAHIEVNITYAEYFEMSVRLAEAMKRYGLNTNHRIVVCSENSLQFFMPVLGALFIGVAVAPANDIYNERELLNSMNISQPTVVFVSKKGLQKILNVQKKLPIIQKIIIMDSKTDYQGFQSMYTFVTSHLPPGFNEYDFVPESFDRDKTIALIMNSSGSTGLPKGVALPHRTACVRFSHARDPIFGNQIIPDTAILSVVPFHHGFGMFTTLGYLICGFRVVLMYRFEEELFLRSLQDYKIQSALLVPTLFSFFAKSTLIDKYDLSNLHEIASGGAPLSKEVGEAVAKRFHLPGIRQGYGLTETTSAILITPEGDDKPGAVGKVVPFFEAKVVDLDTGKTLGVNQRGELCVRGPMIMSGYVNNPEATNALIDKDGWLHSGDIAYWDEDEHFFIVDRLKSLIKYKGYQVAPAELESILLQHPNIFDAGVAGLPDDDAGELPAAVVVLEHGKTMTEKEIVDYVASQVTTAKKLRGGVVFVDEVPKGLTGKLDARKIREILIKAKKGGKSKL
FLuc stim CS: firefly luciferase counter-screen for stimulation assays | activation factor at 10 µM | P08659 | ATPlite luciferase biochemical, luminescence, 10 min; 0 = ATP-free wells, 1 = DMSO control | 200,000 tested, under 10 active;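 active = luciferase activation factor, scaled between plate controls, of at least 2 with compound at 10 µM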
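Assay system: Luciferase/luciferin detection reagent, cell-free biochemical luciferase assay / Read-out: luciferase activation / Benchmarks: No-ATP low control, compound-free enzyme-plus-ATP high control / Medium: PBS buffer for ATP / Detection: luminescence measurement of luciferase light output / Schedule: 10 min at ambient temperature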
Diaph inh CS: inhibits diaphorase or chemically oxidizes, flagging diaphorase assay artifacts; diaphorase resazurin-to-resorufin fluorescence, NADH, 16 min; bacterial (C. kluyveri) enzyme, not human; inhibition, % at 20 µM; hit rate 0.69% among 190,000;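 active = primary screen inhibition at 20 µM above a set limit, cut at about 50% in these data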;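 note: plate controls were DMSO with full reaction for no effect and wells lacking NADH for full effect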
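System: Bacterial diaphorase enzyme (C. kluyveri) | Incubation: 16-min room-temperature incubation before reading | Benchmarks: No-NADH positive control and DMSO neutral control | Measured by: Resorufin fluorescence 544/590 nm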
STAT1 activator: increases IFN-gamma driven STAT1 reporter signal. NIH 3T3 STAT1-luciferase reporter, luminescence; 100% = IFN-gamma alone, no compound. activation (% of control), % at 5.5 µM. hit rate 2.6% among 200,000;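 active = activation above the screen-wide mean activation plus 3 SD, cut at about 130% in these data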;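 note: raw ratio to IFN-gamma control signal so 100% means no change and 0% no light; values of inactives mirror those of a sister screen read the other way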
The depositor's hits bear a star; x = not tested or not shown.

SMILES	Diaphorase act	TLR4 MyD88 comp	G6PDH CS	NF-kB expr up	APP 5'UTR act	APP 5UTR inh	FLuc inhib CS	FLuc stim CS	Diaph inh CS	STAT1 activator
C=CCn1c(SCc2nc3ccccc3[nH]2)nnc1-c1ccncc1	0.9	-0.7	2.0	0.94	-7.5	7.5	-4.5	1	11.7	93.3
CC(C)Cc1ccc(C(C)C(=O)Nc2ncccn2)cc1 (stereo not drawn)	0.9	4.7	6.5	0.96	0.2	-0.3	-7.1	1.1	11.5	93.9
CC(=O)Oc1ccc2ccccc2c1C(NC(=O)Cc1ccccc1)c1ccc(Cl)cc1 (stereo not drawn)	0.8	1.6	7.9	0.5	4.6	-4.6	-3.7	1	23.8	108.8
CCc1cccc(NC(=O)CSc2nc3c(c(=O)[nH]2)CCCC3)c1	0.9	6.2	8.0	1.18	-3.2	3.3	-9.9	1.1	6.4	93.2
CCOC(=O)N1CCN(C(=O)c2cc3sccc3n2C)CC1	0.9	-15.2	-11.7	1.38	-5.5	5.5	-4.1	1	9.9	95.7
Cc1c(NC(=O)CCc2ccccc2)cccc1[N+](=O)[O-]	0.9	-1.3	1.9	1.09	27.4	-27.4	-1.4	1	12.4	96.5
COC(=O)CC(=O)Cc1nc(N)nc(Nc2ccc(C)c(C)c2)n1	0.9	10.0	8.5	1.04	5.7	-5.7	-3.4	1	12.4	109.3
Clc1ccccc1-c1nnc2sc(-c3ccco3)nn12	0.9	-4.8	3.1	1.13	10.0	-10.0	-3.9	1	7.2	91.2
O=C(c1cc2ccccn2n1)N1CCN(c2cccc(C(F)(F)F)c2)CC1	0.8	11.9	2.6	0.89	-3.0	3.0	-1.9	1	21.5	102.6
CCOC(=O)C1(Cc2cccc(OC)c2)CCN(Cc2cccc(OCC)c2O)CC1	0.9	-14.8	14.3	0.8	3.9	-3.9	-4.3	1	7.8	81.7
CCCCn1c(-c2ccccc2)nnc1-c1ccccc1	0.9	1.0	10.2	1.43	8.0	-8.0	-1.4	1	9.4	101.7
CCC(C)(C)n1nnnc1C(c1cc2cc3c(cc2[nH]c1=O)OCO3)N1CCN(C)CC1 (stereo not drawn)	0.9	-1.2	8.2	1.07	14.2	-14.2	-4.4	1	13.4	91.5
Cc1ccc2cc(C#N)c(NCCNC(=O)C3CCC3)nc2c1C	0.9	0.6	-3.9	1.13	-5.9	5.9	-6.0	1.1	10.2	106.9
CSc1nc2ccc(Br)cc2[nH]1	0.8	-7.5	9.3	1.13	-12.7	12.7	-3.7	1	18.5	94.2
Cc1ccc2c(c1)sc[n+]2Cc1ccccc1	0.9	-9.6	5.0	2.15	28.4	-28.4	9.9	0.9	9.8	135.3*
COC(=O)C(CCSC)NC(=O)/C=C/c1ccc(OC)cc1 (stereo not drawn)	0.6	-1.2	1.8	1.17	12.6	-12.6	3.0	1	36.4	95.8
CO[C@H]1C=CO[C@@]2(C)Oc3c(C)c(O)c4c(O)c(c5c(c4c3C2=O)NC2(CCN(CC(C)C)CC2)N=5)=NC(=O)C(C)=CC=C[C@H](C)[C@H](O)[C@@H](C)[C@@H](O)[C@@H](C)[C@H](OC(C)=O)[C@@H]1C	0.7	x	7.6	x	x	x	4.7	1	28.7	x
CCCn1c(O)c(CN2CCCCC2)c(C)c(C#N)c1=O	0.7	4.5	30.2	0.97	-0.4	0.4	-2.3	1	34.1	101.0
Cn1c(=O)[nH]c(=O)c2c1ncn2CCCc1ccccc1	0.9	-4.5	-5.6	1.04	-2.3	2.3	-7.1	1.1	8.7	103.7
CCOc1ccc(-c2cc(N)n(S(=O)(=O)c3ccc(OC)c(OC)c3)n2)cc1	0.7	12.8	7.0	1.23	-0.1	0.1	-3.0	1	28.0	103.2
COc1ccc(CNc2ccc(S(N)(=O)=O)cc2)c(OC)c1OC	1	-4.1	6.4	1.09	3.5	-3.5	-1.9	1	-1.0	109.0
COC(=O)C1=NN[C@H](C(=O)OC(C)(C)C)[C@H]1c1ccccc1	0.9	-12.6	4.7	1.13	13.8	-13.8	-7.4	1.1	10.6	102.8
CCOC(=O)c1c(NC(=O)COC(=O)Cn2cnc3ccccc32)sc2c1CCC(C)C2 (stereo not drawn)	0.8	-18.2	-4.6	1.34	-2.5	2.5	-6.3	1.1	19.9	97.0
COc1ccc(-n2c(SC(C)C(=O)Nc3ncc(Cl)cc3Cl)nc3ccccc32)cc1 (stereo not drawn)	0.9	17.8	-8.0	0.81	-25.1	25.1	-2.6	1	10.7	111.9
COc1ccc(N2C(=O)CC(N3CCC(O)(c4ccc(Br)cc4)CC3)C2=O)cc1 (stereo not drawn)	0.8	1.9	1.7	0.99	0.7	-0.7	-7.2	1.1	16.1	88.8
CC1CC(C)(C)N(C(=O)CSc2ccc(-c3ccc(F)cc3)nn2)c2ccccc21 (stereo not drawn)	0.9	5.2	6.1	0.56	11.2	-11.2	-2.5	1	13.1	92.8
COc1ccc(/C(C)=N/NC(=S)NCc2ccco2)cc1	0.8	-2.2	-1.1	0.86	2.2	-2.2	-6.1	1.1	21.1	90.5
Cc1cc(-c2ccco2)c(C#N)c2nc3ccccc3n12	0.3	12.0	20.5	1.25	-17.1	17.1	11.4	0.9	71.5*	118.2
COc1cc(/C=C/C(=O)c2c(O)ccc3c(C)cc(=O)oc23)ccc1O	0.7	8.3	-1.2	1.99	10.9	-10.9	-5.6	1.1	26.1	76.0
CCN(CC)S(=O)(=O)c1cccc(C(=O)NC(C)C(c2cccs2)N2CCCC2)c1 (stereo not drawn)	0.9	-13.5	3.4	1.35	4.8	-4.8	-7.4	1.1	5.4	93.8
O=S1(=O)CCN(OCc2ccc(Cl)cc2)CC1	1	-6.4	11.1	1.15	-12.4	12.4	-1.8	1	0.5	101.8
COc1ccc(CNC(=O)CSc2nnnn2Cc2ccccc2)cc1	0.9	-5.3	1.0	0.92	-14.8	14.8	-8.9	1.1	9.8	94.1
COc1cc(-c2nc3ccccn3c2/N=C/c2cc(OC)c(O)cc2Cl)ccc1O	0.7	-0.4	4.9	1.27	3.6	-3.6	-7.1	1.1	29.5	110.7
CC(=O)Oc1cc2oc(=O)cc(C)c2cc1OC(C)=O	0.5	-0.4	44.8	1.01	1.6	-1.6	-3.2	1	52.3*	98.8
Cc1cc(C)nc(SCCn2c(N3CCOCC3)nc3c2c(=O)[nH]c(=O)n3C)n1	0.9	-1.1	6.8	0.94	17.8	-17.8	-4.5	1	6.6	105.7
Cc1ccc(NC(=O)Nc2cccs2)c(Cl)c1	0.9	-13.7	3.8	2	107.6	-107.6	12.6	0.9	13.7	117.1
COc1ccc(-c2csc(NC(=O)C3CCCCN3S(=O)(=O)c3ccccc3)n2)cc1 (stereo not drawn)	0.7	-3.7	-5.0	0.79	0.6	-0.6	-3.9	1	32.2	87.1
CC(=O)c1ccc(OCCN2CCOCC2)cc1	1	-11.5	9.0	1.13	-25.3	25.3	-3.3	1	3.8	90.8
C=CCNCCOCCOc1ccc(C)cc1Br	0.9	11.1	6.1	1.17	8.0	-8.0	-4.4	1	9.3	106.9
O=C(CCCc1c[nH]c2ccccc12)NCc1cccs1	0.9	-5.1	3.2	1.17	0.3	-0.3	1.1	1	11.5	105.7
c1ccc(SCCc2ccncc2)cc1	1	2.1	7.6	0.94	-14.3	14.3	-5.8	1.1	2.8	103.5
CC1CCN(S(=O)(=O)N2CCC(C(=O)NCCC3=CCCCC3)CC2)CC1	1	7.4	2.7	0.94	12.0	-12.0	-5.9	1.1	-1.8	102.2
O=C1CC(NN2CCCCC2)C(=O)N1c1ccccc1 (stereo not drawn)	0.9	6.3	8.3	1.04	5.0	-5.0	1.8	1	8.9	104.4
CC(C)c1cc(Br)ccc1OCCCN1C(=O)NC(C)(C)C1=O	0.8	-8.2	4.7	0.97	5.5	-5.5	-3.4	1	16.5	95.3
Brc1csc(C=Nc2ccc3c(c2)OCCOCCOCCOCCO3)c1	0.9	-1.6	-29.2	1.42	7.0	-7.0	-5.6	1.1	9.1	103.6
Cc1ccc(NC(=S)N2CCN(Cc3ccccc3)CC2)cc1	0.9	-2.9	-0.7	1.46	7.4	-7.4	30.3	0.7	6.6	100.8
C=CCNc1nc(Cl)ncc1F	0.9	-6.1	7.0	1.13	10.1	-10.1	-9.8	1.1	7.5	98.8
Cc1ccccc1-c1nnc(SCC(=O)Nc2c(C)n(C)n(-c3ccccc3)c2=O)o1	x	2.1	x	x	3.5	-3.5	x	x	x	111.3
Nn1c(SCC(=O)Nc2ccc3c(c2)OCCO3)nnc1-c1ccccn1	0.9	-16.0	7.6	0.96	18.6	-18.6	-5.2	1.1	8.3	96.3
C=CCc1cc(/C=C2/NC(=O)N(CC)C2=O)cc(OCC)c1OCc1ccc(C(=O)O)cc1	0.9	3.0	7.7	0.46	-0.5	0.5	-9.1	1.1	10.4	89.3
CSC1=C(C#N)C(c2ccccc2Cl)C(C(C)=O)=C(C)N1 (stereo not drawn)	0.9	7.4	0.5	1.18	14.0	-14.0	-6.7	1.1	14.5	93.9
O=C(NCCc1ccccc1F)C1CCCN1S(=O)(=O)c1ccc2ccccc2c1 (stereo not drawn)	0.8	1.1	8.0	0.61	6.5	-6.5	3.8	1	19.9	103.5
COc1ccccc1/C=C/C(=O)c1c2c(c(C)[nH]c1=O)CCCC2	0.8	-11.3	14.1	1.8	10.9	-10.9	-5.0	1.1	16.7	77.0
CC1CCCN(C(=O)C(C)Nc2cc(Cl)ccc2N2CCOCC2)C1 (stereo not drawn)	0.8	8.2	15.1	0.91	3.6	-3.6	0.4	1	19.4	97.5
CSc1ccccc1NC(=O)Nc1ccc(Cl)cc1	0.8	1.3	5.2	1.88	17.7	-17.7	11.6	0.9	20.3	98.8
COc1ccc(NC(=O)CN2CCN(c3ccc(F)cc3)CC2)cc1Cl	0.9	2.1	-1.5	1.03	-0.9	0.9	-3.0	1	14.0	103.9
COc1ccc(-c2nnc3n2C(C)(C)Cc2cc(OC)c(OC)cc2-3)cc1	0.8	-0.3	-0.3	0.91	-4.2	4.2	-8.1	1.1	15.4	99.4

Sorted by molecular weight (high to low): 3 of the compounds above.
SMILES	Diaphorase act	TLR4 MyD88 comp	G6PDH CS	NF-kB expr up	APP 5'UTR act	APP 5UTR inh	FLuc inhib CS	FLuc stim CS	Diaph inh CS	STAT1 activator
CC(=O)Oc1ccc2ccccc2c1C(NC(=O)Cc1ccccc1)c1ccc(Cl)cc1 (stereo not drawn)	0.8	1.6	7.9	0.5	4.6	-4.6	-3.7	1	23.8	108.8
Nn1c(SCC(=O)Nc2ccc3c(c2)OCCO3)nnc1-c1ccccn1	0.9	-16.0	7.6	0.96	18.6	-18.6	-5.2	1.1	8.3	96.3
C=CCNc1nc(Cl)ncc1F	0.9	-6.1	7.0	1.13	10.1	-10.1	-9.8	1.1	7.5	98.8

2 entries drawn at random from those above:
SMILES	Diaphorase act	TLR4 MyD88 comp	G6PDH CS	NF-kB expr up	APP 5'UTR act	APP 5UTR inh	FLuc inhib CS	FLuc stim CS	Diaph inh CS	STAT1 activator
C=CCNc1nc(Cl)ncc1F	0.9	-6.1	7.0	1.13	10.1	-10.1	-9.8	1.1	7.5	98.8
COc1ccc(-c2nnc3n2C(C)(C)Cc2cc(OC)c(OC)cc2-3)cc1	0.8	-0.3	-0.3	0.91	-4.2	4.2	-8.1	1.1	15.4	99.4

Screening data as filed in PubChem.
